PAD4 FP inh: human PAD4 inhibitors, primary screen, biochemical, fluorescence polarization, 1536-well format; inhibition, % at 6.36 µM; 330,000 compounds, 0.41% hits; Protein-arginine deiminase type-4 (Homo sapiens), Q9UM07; recombinant PAD4, RCA probe fluorescence polarization;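 active = percent inhibition above a cutoff equal to the mean of all tested compounds plus 3 SD, cut at about 15% in these data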;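 also: 0% = PAD4 with RCA probe and DMSO and 100% = probe without PAD4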
LYPLA2 inh: LYPLA2 inhibitors, primary screen, counter-screen for PME1 inhibitor project, biochemical, fluorescence polarization, FP-Rh probe ABPP; Acyl-protein thioesterase 2 (Homo sapiens), O95372; recombinant LYPLA2; inhibition, % at 5.9 µM; 320,000 compounds, 0.38% hits;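 active = inhibition above the screen-wide mean plus 3 SD, limit set per campaign, cut at about 26% in these data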;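 also: 0% = LYPLA2 with DMSO and 100% = wells lacking LYPLA2 enzyme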
pPAFAH FP inh: pPAFAH enzyme inhibitors, primary screen, biochemical, fluorescence polarization, human; Platelet-activating factor acetylhydrolase (Homo sapiens), Q13093; recombinant pPAFAH, FP-rhodamine probe fluorescence polarization; inhibition, % at 3.39 µM; 330,000 compounds, 1.5% hits;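 active = inhibition above the mean inhibition across the screen plus 3 SD, cut at about 25% in these data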;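 also: inhibitors block binding of the rhodamine activity-based probe so polarization drops; 0% = enzyme with DMSO and 100% = wells lacking pPAFAH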
Target sequence (Q13093 whole entry, looked up): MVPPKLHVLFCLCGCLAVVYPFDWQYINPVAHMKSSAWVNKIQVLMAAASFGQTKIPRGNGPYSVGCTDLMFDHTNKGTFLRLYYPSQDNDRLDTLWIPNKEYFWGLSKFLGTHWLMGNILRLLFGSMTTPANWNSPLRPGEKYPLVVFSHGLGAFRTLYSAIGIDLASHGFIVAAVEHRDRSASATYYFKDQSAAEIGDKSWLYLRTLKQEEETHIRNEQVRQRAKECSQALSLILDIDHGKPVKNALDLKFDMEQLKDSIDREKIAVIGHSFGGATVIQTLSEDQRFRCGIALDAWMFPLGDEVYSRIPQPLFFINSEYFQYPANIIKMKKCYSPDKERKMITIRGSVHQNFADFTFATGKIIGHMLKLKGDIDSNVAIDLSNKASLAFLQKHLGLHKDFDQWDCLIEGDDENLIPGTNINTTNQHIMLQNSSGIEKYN
PAFAH1B2 FP inh: PAFAH1B2 enzyme inhibitors, primary screen, biochemical, fluorescence polarization, human; Platelet-activating factor acetylhydrolase IB subunit alpha2 (Homo sapiens), P68402; recombinant PAFAH1B2, FP-rhodamine activity probe; inhibition, % at 3.39 µM; 340,000 compounds, 1.2% hits; AID 492953, 2010;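 active = inhibition above the mean of all tested compounds plus 3 SD, cut at about 24% in these data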;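 also: 0% = enzyme with DMSO and 100% = wells lacking PAFAH1B2; many of its hits are not listed in these tables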
Target sequence (P68402 whole entry, looked up): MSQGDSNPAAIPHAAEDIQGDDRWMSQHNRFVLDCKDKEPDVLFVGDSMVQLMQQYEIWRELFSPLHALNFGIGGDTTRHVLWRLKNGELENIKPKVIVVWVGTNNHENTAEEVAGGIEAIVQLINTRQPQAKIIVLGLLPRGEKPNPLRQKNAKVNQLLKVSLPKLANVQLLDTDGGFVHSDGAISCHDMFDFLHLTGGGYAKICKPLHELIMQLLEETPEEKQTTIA
PAFAH2 FP inh: PAFAH2 enzyme inhibitors, primary screen, biochemical, fluorescence polarization, human. inhibition, % at 3.39 µM. Platelet-activating factor acetylhydrolase 2, cytoplasmic (Homo sapiens), Q99487. recombinant PAFAH2, FP-rhodamine activity probe. 340,000 compounds, 0.99% hits;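 active = inhibition above the mean over all tested compounds plus 3 SD, cut at about 30% in these data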;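 also: inhibitors block probe labeling of enzyme so polarization drops; 0% = enzyme with DMSO and 100% = wells lacking PAFAH2 protein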
PREPL inh: PREPL enzyme inhibitors, primary screen, biochemical, fluorescence polarization | recombinant PREPL, fluorescence polarization activity-based probe | Prolyl endopeptidase-like (Homo sapiens), Q4J6C6 | inhibition, % at 5.96 µM | AID 2751, 2010 | 320,000 compounds, 0.68% hits; in the data active = inhibition above about 43%;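 also: 0% = enzyme with DMSO and 100% = wells lacking enzyme; many of its hits are not listed in these tables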
GSTO1 inh: inhibitors of recombinant GSTO1, primary screen, counter-screen for RBBP9 inhibitor project, biochemical, fluorescence polarization; activity-based probe fluorescence polarization; inhibition, % at 5.96 µM; 300,000 compounds, 1.1% hits; AID 1974, 2009;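 active = inhibition above the campaign mean inhibition plus 3 SD, cut at about 35% in these data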;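 also: 0% = GSTO1-1 with DMSO and 100% = wells lacking GSTO1-1 enzyme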
PAFAH1B3 inh: PAFAH1B3 enzyme inhibitors, primary screen, biochemical, fluorescence polarization, human. Platelet-activating factor acetylhydrolase IB subunit alpha1 (Homo sapiens), Q15102. recombinant PAFAH1B3, FP-rhodamine probe. inhibition, % at 3.39 µM. 340,000 compounds, 0.28% hits. AID 492972, 2010;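 active = inhibition above the screen-wide average of all tested compounds plus 3 SD, cut at about 25% in these data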;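 also: 0% = enzyme with DMSO only and 100% = wells lacking PAFAH1B3 protein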
Target sequence (Q15102 whole entry, looked up): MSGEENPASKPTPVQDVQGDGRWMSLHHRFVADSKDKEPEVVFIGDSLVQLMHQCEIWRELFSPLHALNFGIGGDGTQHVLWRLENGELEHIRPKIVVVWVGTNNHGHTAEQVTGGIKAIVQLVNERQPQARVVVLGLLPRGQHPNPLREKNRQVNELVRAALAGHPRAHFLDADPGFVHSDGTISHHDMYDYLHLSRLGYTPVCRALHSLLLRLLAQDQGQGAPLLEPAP
LYPLA1 counter: LYPLA1 inhibitors, primary screen, counter-screen for PME1 inhibitor project, biochemical, fluorescence polarization, FP-Rh probe ABPP | Acyl-protein thioesterase 1 (Homo sapiens), O75608 | recombinant LYPLA1 | inhibition, % at 5.9 µM | 320,000 compounds, 0.16% hits;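 active = inhibition above the mean of all tested compounds plus 3 SD, set per campaign, cut at about 14% in these data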;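 also: inhibitors block serine hydrolase probe labeling of LYPLA1 so polarization falls; 0% = enzyme with DMSO and 100% = wells lacking LYPLA1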
Active calls of the source: *; nt = no result given; & = joins results of further samples. An excerpt (hit frequency here may not be typical).

SMILES | PAD4 FP inh | LYPLA2 inh | pPAFAH FP inh | PAFAH1B2 FP inh | PAFAH2 FP inh | PREPL inh | GSTO1 inh | PAFAH1B3 inh | LYPLA1 counter
CCOc1cc2[nH]c(=O)n(CCCCC(=O)NCc3ccco3)c(=O)c2cc1OCC | -1 | -6 | -3 | -2 | -3 | -4 | -3 | -7 | 3
O=C(c1cc(Cl)ccc1[N+](=O)[O-])n1cnc2ccccc21 | -3 | 4 | -2 | 1 | -4 | 4 | 5 | 3 | -1
O=C(NCCc1ccccc1)[C@@H]1CC=C[C@@H]2CCN(Cc3ccccc3)C(=O)[C@@H]21 | 2 | -8 | -2 | -3 | 1 | -7 | -2 | 7 | -2
CCN(CC)CCP(=O)(c1ccccc1)c1ccccc1 | -1 | -1 | 6 | 4 | -6 | 1 | -2 | 14 | 0
CCOC(=O)c1c(C)[nH]c(C(=O)NNC(=O)c2ccc(Br)cc2)c1C | -3 | -4 | -3 | 4 | 3 | 1 | nt | -4 | -2
O=C(CN(Cc1ccccc1)C(=O)c1csnn1)NCc1ccccc1 | 2 | 1 | 0 | 3 | -7 | 0 | 2 | -11 | 2
COCCCn1nnnc1SCC(=O)Nc1nc2ccccc2s1 | -4 | 4 | 1 | 5 | 6 | -7 | 4 | -2 | 1
O=[N+]([O-])c1cc(C(F)(F)F)ccc1Sc1ccccn1 | -2 | 2 | 10 | 3 | 0 | -1 | 6 | 10 | -2
O=C1Nc2ccccc2C12OCCCO2 | 2 | 1 | 3 | 1 | 4 | -2 | 3 | -2 | -1
Cc1cccc(/C(N)=N/OC(=O)c2ccc3c(c2)OCO3)c1 | -2 | 2 | 0 | 4 | 42* | -2 | -4 | 6 | -3
Nc1ccc(-n2nnnc2-c2ccco2)cc1 | -4 | -2 | 3 | -2 | -1 | -7 | 3 | 4 | -2
Cc1ccc(C)c(N2CCN(c3ccc([N+](=O)[O-])cn3)CC2)c1 | 2 | 1 | 2 | 2 | 4 | 13 | 1 | 0 | -1

6 structures already listed, arranged by length of the SMILES, lowest first.
SMILES | PAD4 FP inh | LYPLA2 inh | pPAFAH FP inh | PAFAH1B2 FP inh | PAFAH2 FP inh | PREPL inh | GSTO1 inh | PAFAH1B3 inh | LYPLA1 counter
O=C1Nc2ccccc2C12OCCCO2 | 2 | 1 | 3 | 1 | 4 | -2 | 3 | -2 | -1
CCN(CC)CCP(=O)(c1ccccc1)c1ccccc1 | -1 | -1 | 6 | 4 | -6 | 1 | -2 | 14 | 0
Cc1cccc(/C(N)=N/OC(=O)c2ccc3c(c2)OCO3)c1 | -2 | 2 | 0 | 4 | 42* | -2 | -4 | 6 | -3
O=C(c1cc(Cl)ccc1[N+](=O)[O-])n1cnc2ccccc21 | -3 | 4 | -2 | 1 | -4 | 4 | 5 | 3 | -1
Cc1ccc(C)c(N2CCN(c3ccc([N+](=O)[O-])cn3)CC2)c1 | 2 | 1 | 2 | 2 | 4 | 13 | 1 | 0 | -1
O=C(NCCc1ccccc1)[C@@H]1CC=C[C@@H]2CCN(Cc3ccccc3)C(=O)[C@@H]21 | 2 | -8 | -2 | -3 | 1 | -7 | -2 | 7 | -2

Additional structures.
SMILES | PAD4 FP inh | LYPLA2 inh | pPAFAH FP inh | PAFAH1B2 FP inh | PAFAH2 FP inh | PREPL inh | GSTO1 inh | PAFAH1B3 inh | LYPLA1 counter
Fc1ccc([C@@H]2CCNC[C@H]2COc2ccc3c(c2)OCO3)cc1 | 1&-1&-1 | 2&4 | 0&0&3 | 1&1&2 | 4&-3&-2 | -18&-31&-22 | 3&1 | 12&0&-1 | 2&2
COCCNC(=O)CN1C(=O)COc2ccc(Cl)cc21 | -3 | 0 | -6 | -2 | 8 | 5 | 6 | 8 | -2
CCC(=O)Oc1cccc(C(=O)Nc2ccc(-c3nnc(-c4ccco4)o3)cc2)c1 | -2 | -24 | -8 | -7 | -20 | 11 | -34 | -6 | -17
COc1ccc(C2c3c(ncn(CCCO)c3=N)Oc3ccc4ccccc4c32)cc1OC (centres undefined) | 5 | -6 | 5 | nt | nt | -18 | -5 | nt | -4
CCOC(=O)c1[nH]c2ccc(OC)cc2c1NC(=S)N1CCN(C(=O)OCC)CC1 | -8 | 0 | 1 | 1 | 0 | -5 | 11 | -7 | -2
CC(C)[C@H]1COCCS(=O)(=O)N1Cc1ccc(Cl)cc1 | -6 | -4 | 9 | 5 | -3 | -4 | 10 | 4 | -3
O=C(CN1CCN(c2nc(-c3ccc(Cl)cc3)cs2)CC1)NCc1ccco1 | -4 | 10 | 21 | -1 | 8 | 21 | 10 | 5 | -2
COc1ccc(Cl)cc1N(C(=O)c1ccco1)C(C(=O)NC1CCCC1)c1ccncc1 (centres undefined) | -1 | 1 | 5 | 5 | -3 | 0 | -4 | 5 | -2
O=C(C1=C[C@@H](C2CCCCC2)C[C@@H](OCc2ccc(CO)cc2)O1)N1CCN(Cc2ccccc2)CC1 | 5 | -1 | 3 | 1 | -9 | 3 | 3 | -3 | -2
Cc1ccc(C2(C)NC(=O)N(CC(=O)N3CCN(S(=O)(=O)c4cccc(F)c4)CC3)C2=O)cc1 (centres undefined) | 2 | 3 | 5 | 2 | 9 | 14 | 7 | 1 | -1
Cc1cc(S(=O)(=O)n2ccnc2)c(Cl)cc1Cl | -3 | -1 | -1 | 6 | 3 | -2 | 0 | 4 | -3
CCCCC(=O)Nc1nnc(/C=C/c2ccc(OC)cc2)s1 | 2 | 1 | 2 | 0 | -3 | 4 | -3 | 1 | -4
CCCC(C)NC(=S)Nc1cc(C)cc(C)c1 (centres undefined) | -1 | 1 | 4 | -1 | -2 | -12 | 6 | -7 | 2
COC(=O)c1ccccc1NC(=O)N1c2ccccc2Sc2ccccc21 | -5 | -2 | 4 | 2 | -4 | -5 | -5 | -6 | 0
CC1CCc2c(sc3nc(SCC(=O)NCc4ccco4)nc(N)c23)C1 (centres undefined) | 1 | 2 | 6 | 2 | 14 | 15 | -6 | 4 | 3
CN(C)CCCNc1oc(/C=C/c2ccccc2)nc1C#N | 0 | -4 | -1 | 3 | 3 | 42 | -4 | 0 | 2
COc1cc(OC)cc(-c2c(C#Cc3ccsc3)c3cc(-c4ccc(CN5CCOCC5)cc4)ccc3n2C)c1 | -1 | nt | -1 | 1 | 0 | 13 | nt | 14 | nt
O=C(COc1ccc2c(c1)C(=O)CC1(CCCCC1)O2)NCc1ccccc1 | 0 | 3 | 8 | 7 | 11 | -15 | 5 | 8 | -1
CCSc1nnc2n(-c3ccc(OC)cc3)c(=O)c3c4c(sc3n12)CCCC4 | 1 | -2 | 15 | 4 | -4 | 10 | 7 | 13 | 0
CCCCN(CCCC)Cc1ccc(N)cc1 | 8 | 7 | 11 | 1 | 3 | 9 | 7 | 6 | 2
CCCCc1cc(=O)oc2cc(OCC(=O)N3C[C@H]4C[C@@H](C3)c3cccc(=O)n3C4)ccc12 | -2 | -3 | 7 | -1 | 1 | -2 | 3 | 6 | -1
CCN(CC)S(=O)(=O)c1ccc(Cl)c(NC(=S)NC(=O)C2CCCC2)c1 | -2 | -18 | 9 | 1 | -8 | -5 | nt | -9 | -8
Cc1ccn2c(NC3CCCCC3)c(C)nc2c1 | -4 | -1 | -2 | 3 | 3 | 13 | 2 | 3 | 0
Cc1ccc(S(=O)(=O)NCc2ccccc2)cc1C(=O)NCCc1ccc(S(N)(=O)=O)cc1 | 3 | 3 | -1 | 8 | 1 | 18 | nt | 3 | 0
CC1CC(C)CN(S(=O)(=O)c2ccc3c(c2)CCN3C(=O)CCC(=O)O)C1 (centres undefined) | 5 | -1 | -4 | 8 | 4 | 3 | -1 | -4 | -2
CCOC(=O)C(Cc1ccccc1)NC(=O)CCc1nnc2ccc(N3CCOCC3)nn12 (centres undefined) | -2 | 4 | 2 | 0 | 0 | 5 | -3 | 4 | 4
O=c1cc(CN2CCN(S(=O)(=O)c3ccccc3[N+](=O)[O-])CC2)nc2sccn12 | 0 | -3 | 5 | 0 | 4 | -4 | 0 | 6 | -3
Cc1ccc(C2=NCCn3nc4cc(C(F)(F)F)ccc4c32)cc1 | 4 | 3 | 18 | 6 | 1 | -3 | 4 | 1 | 4
COC(=O)c1cnc(Oc2c(Cl)cc(N)cc2Cl)cc1C(F)(F)F | 5 | -2 | 6 | 1 | 4 | -2 | 2 | 3 | -3
CC(=O)c1c(C)[nH]c(C(=O)Nc2nccs2)c1C | 3 | 5 | 0 | 2 | 10 | -4 | 4 | 8 | 1
CC(=O)C1=C(C)NC(SCC(=O)c2ccc(F)cc2)=C(C#N)C1c1ccco1 (centres undefined) | -7 | 6 | 14 | 5 | 13 | 20 | 15 | 8 | -3
O=c1cc(Nc2ccc3c(c2)OCCO3)[nH]c(=O)n1C1CCCCC1 | -5 | 7 | 4 | -1 | 5 | -2 | -6 | 7 | 3
Oc1c(Br)cc(Br)cc1/C=N/c1nc2c(s1)CCCC2 | -13 | -2 | 4 | 2 | 8 | 11 | 20 | 4 | -1
Cc1ccc(N2C(=O)C(CN(C)C)C2c2ccccc2)cc1 (centres undefined) | 1 | 6 | 7 | -1 | -2 | -5 | 6 | -8 | 1
CCCCNc1nc2cccnc2s1 | -1 | 2 | 0 | 3 | 9 | 22 | -5 | 2 | -1
CSc1ncc(C(=O)Nc2ccc(Cl)cc2)c(C)n1 | 0 | -11 | 2 | 0 | -5 | -5 | -2 | 0 | -6
CS(=O)(=O)N1CCN(C(=O)c2cc(-c3cccnc3)nc3ccc(Br)cc23)CC1 | -5 | 1 | 3 | 1 | -1 | 0 | -2 | 9 | 1
COc1ccc(/C=N/NC(=O)c2cccnc2)cc1CN1CCc2ccccc2C1 | -1 | -18 | 0 | nt | nt | -26 | -5 | nt | -9
CCOC(=O)c1cc(CC)sc1NC(=O)Cc1ccccc1 | -2 | -5 | 12 | 9 | -7 | 17 | 5 | 6 | -5
Cc1cc2c(cc1S(=O)(=O)Nc1cccc(C)c1C)OCC(=O)N2 | -3 | 0 | 16 | 2 | -1 | 13 | -7 | 3 | -1
O=C(CC(c1ccccc1)c1ccccc1)NCCO | 3 | -7 | 0 | -2 | 2 | -6 | 7 | 10 | 2

Screening results as filed in PubChem BioAssay.
